# KOR beta-arrestin-1 = KOR agonists, beta-arrestin recruitment, primary screen, cell-based, luminescence, uHTS (AID 1777) | KOR beta-arrestin recruitment, luminescence; higher % means a stronger effect | one-dose activation, % at 10 µM; EC50 in µM for titrated hits | actives 0.02% (n = 280,000); in the data active = activation above about 50%, passing the limit was not always enough; note: a part of the inactive calls stands beside numbers as strong as those of hits
# NOD2 inhibition = inhibition of NOD2-driven NF-kB reporter – cell-based, luminescence, uHTS, HEK293 (AID 1566) | HEK293 NOD2/NF-kB luciferase reporter, luminescence; higher % means a stronger effect | inhibition, % at 4 µM, or EC50 in µM where a hit was titrated | actives 0.63% (n = 290,000); note: many of its hits are not listed in these tables
# NOD1 NF-kB reporter = NOD1 signaling inhibitors, primary screen, cell-based, luminescence, uHTS (AID 1578) | NOD1-driven NF-kB luciferase reporter cells, luminescence; higher % means a stronger effect | one-dose inhibition, % at 4 µM; EC50 in µM for titrated hits | actives 1% (n = 290,000); in the data active = inhibition mostly above about 36%, no sharp cut-off; inactive = mostly below about 34%;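 note: HEK-293T reporter cells stimulated with the NOD1 agonist gamma-tri-DAP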
# TNAP activation fold = stimulation of alkaline phosphatase TNAP activity – biochemical, luminescent, no phosphate acceptor, uHTS, primary screen (AID 1001); actives 0.03% (n = 200,000); activation fold at 20 µM; hits with a dose series show EC50 in µM; purified TNAP, luminescent activation assay, no phosphate acceptor; higher activation fold means a stronger effect; in the data active = activation fold from about 3, or a potency from the dose series; inactive = the rest, 99 in 100 with activation fold below about 1.6; note: many of its hits are not listed in these tables
# NTR1 agonist = agonists of NTR1, primary screen, imaging, U2OS cells, beta-arrestin-GFP, high content (AID 493036) | P30989 | NTR1-U2OS beta-arrestin-GFP spot imaging, agonist mode | activation, % at 20 µM | actives 0.17% (n = 330,000);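 active = activation at or above 40% of the spot to cytoplasm intensity ratio, with at least 20 cells analyzed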;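 note: 0% = DMSO without peptide and 100% = 100 nM NTR1 peptide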
# Target sequence (P30989 whole entry, looked up): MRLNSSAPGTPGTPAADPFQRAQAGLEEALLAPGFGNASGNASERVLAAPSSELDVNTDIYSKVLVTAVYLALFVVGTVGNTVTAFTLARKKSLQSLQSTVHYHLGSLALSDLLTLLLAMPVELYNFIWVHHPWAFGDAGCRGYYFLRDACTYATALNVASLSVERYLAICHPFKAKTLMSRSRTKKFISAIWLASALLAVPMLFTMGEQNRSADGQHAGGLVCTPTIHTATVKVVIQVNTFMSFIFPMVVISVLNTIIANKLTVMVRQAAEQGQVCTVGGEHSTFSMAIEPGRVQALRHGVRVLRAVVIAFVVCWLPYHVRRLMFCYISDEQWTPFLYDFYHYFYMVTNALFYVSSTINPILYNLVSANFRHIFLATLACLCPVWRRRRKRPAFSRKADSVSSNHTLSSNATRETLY
# CSM14.1 death rescue = protection against thapsigargin-triggered cell killing – 384-well, CSM14.1, ATP luminescence, primary screen (AID 1222) | CSM14.1 thapsigargin-induced death rescue, ATP luminescence; higher % means a stronger effect | cellular ATP content (survival), % at 20 µM; hits with a dose series show EC50 in µM | 190,000 tested, under 10 active;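 active = EC50 below 50 µM in the dose-response confirmation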;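 note: death triggered by thapsigargin at about 15 µM added after 2 h compound pretreatment; cell ATP read after overnight thapsigargin exposure of roughly 18 to 22 hours; normalized against plate controls of thapsigargin alone and 5% DMSO vehicle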
# Yfh1-off respiration = enhancers of respiration in Yfh1-depleted yeast, dose response, Friedreich's ataxia, plus single-dose screen (AID 1465); S. cerevisiae Yfh1-off respiration, WST-1 reduction, 72 h; higher fold induction means a stronger effect; one-dose fold induction at 50 µM; EC50 in µM for titrated hits; actives 0.074% (n = 220,000);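 active = fold induction of absorbance versus untreated yeast above a set limit, then at least 30% activation at any dose in follow-up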;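 note: activators that raise dye reduction in frataxin-depleted yeast; strong numbers were not always called active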
# GPR55 activation = selective activators of receptor GPR55 – imaging, U2OS cells, beta-arrestin-GFP redistribution, primary screen (AID 1961); U2OS GPR55 beta-arrestin-GFP redistribution imaging; higher % means a stronger effect; activation, % at 10 µM; hits with a dose series show EC50 in µM; actives 0.048% (n = 290,000);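 active = activation above 40% with more than 50 cells counted in the well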;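 note: U2OS osteosarcoma cells stably expressing GPR55 and beta-arrestin-GFP; plate controls were DMSO negative control for no effect and LPI positive control for full effect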
# KOR beta-arrestin-2 = KOR antagonists, beta-arrestin recruitment, cell-based, luminescence, uHTS (AID 1778). KOR beta-arrestin recruitment, luminescence, antagonist mode; higher % means a stronger effect. actives 0.091% (n = 290,000). inhibition, % at 10 µM, or IC50 in µM where a hit was titrated; note: strong numbers were not always called active
# NTR1 agonist cell count 20 µM = also measured in NTR1 agonist; calls as there; cell count; measured here: cell count, cytotoxicity flag
# The depositor's hits bear a star; i = inactive; · = no result given; [ ] = remark or other dose. Cut-off read from the data, not from the text of the source, unless noted: active = inhibition above about 50%; inactive = the rest. An excerpt (hit frequency here may not be typical).
# Results follow in this order: KOR beta-arrestin-1	NOD2 inhibition	NOD1 NF-kB reporter	TNAP activation fold	NTR1 agonist	NTR1 agonist cell count 20 µM	CSM14.1 death rescue	Yfh1-off respiration	GPR55 activation	KOR beta-arrestin-2
1) Cc1no[n+]([O-])c1COc1ccc(/C=N/n2nnnc2N)cc1
→ -0.1%	-31%	-39%	1.1	-1.9	47	-0.3%	i	-0.3%	-9%
2) CCCc1cc(=O)oc2cc3oc(C)c(C)c3cc12
→ 0.4%	-7%	-53%	1.1	1.7	63	-0.1%	·	0.0%	13%
3) CC1(C)CC(=O)C2=C(C1)OC(N)=C(C#N)C2c1ccc(OC(=O)N2CCOCC2)cc1 (stereo not drawn)
→ 2.8%	9%	5%	1.1	0.9	82	1.8%	i	-0.2%	-16%
4) CCOC(=O)c1nnn(-c2nonc2-n2cccc2)c1CCl
→ 0.5%	-11%	52%	1.1	0.6	45	-1.9%	i	-0.1%	24%
5) CCCC(C)NC(=O)c1ccc(OCc2ccc(Cl)cc2)c(OC)c1 (stereo not drawn)
→ -3.0%	10%	-15%	1.2	·	·	-0.9%	i	-0.6%	33%
6) CC12CCC(C(=O)N3CCOCC3)([C@H](Br)C1=O)C2(C)C (stereo partly drawn)
→ 8.0%	20%	2%	·	0.6	49	·	·	-0.3%	16%
7) O=C(NNC(=O)C12CC3CC(CC(C3)C1)C2)[C@@H]1C[C@H]1c1ccccc1
→ -4.5%	21%	-8%	1.6	0.3	28	0.8%	i	0.3%	12%
8) COc1ccc(NC(=O)c2ccc3c(c2)OCCO3)cc1OC
→ -3.0%	-27%	-50%	·	0.2	57	·	·	-0.1%	3%
9) CCOC(=O)c1sc2nc(CC(=O)OC)nc(N3CCN(c4ccc(OC)cc4)CC3)c2c1C
→ -0.3%	15%	28%	1	5.8	46	-3.0%	i	0.0%	-26%
10) CSc1sc(C(=O)N(C)C)cc1S(=O)(=O)C(C)C
→ 0.7%	14%	14%	·	-0.5	57	·	i	0.0%	27%
11) COc1ccc(NCc2nc3ccccc3n2CCOc2ccc(C)cc2)cc1
→ -1.0%	-3%	-7%	1	7.7	76	0.6%	i	-0.2%	47%
12) Cc1ccc(S(=O)(=O)NCC2CCC(C(=O)O)CC2)cc1 (stereo not drawn)
→ 1.7%	3%	15%	1.1	1.9	53	3.4%	i	0.0%	-38%
13) O=C(CSc1nnnn1-c1ccc(Cl)cc1)NC(=O)Nc1ccc2c(c1)OCCO2
→ 9.4%	5%	-25%	1	4.1	44	-2.4%	i	0.3%	-38%
14) CCOc1ccc(S(=O)(=O)NCCC(=O)N2CCC(Cc3ccccc3)CC2)cc1
→ 1.3%	28%	4%	·	2.9	45	·	·	0.3%	4%
15) COc1ccc(C(=O)NC(=S)N2CCCCC2)cc1[N+](=O)[O-]
→ -1.5%	15%	-42%	1.1	-2.9	71	0.4%	i	-0.1%	23%
16) CCOC(=O)N1CCN(c2cccc(C)c2C)CC1
→ -0.7%	8%	-14%	1.1	1.0	64	-1.3%	i	-0.1%	26%
17) Cc1nc(-c2cccc(-c3noc(C)n3)c2)no1
→ 1.2%	-12%	10%	1.1	-1.8	68	-1.9%	i	-0.1%	-40%
18) O=C(OC1CCCCC1)c1cc2ccccc2oc1=O
→ 0.4%	-5%	0%	·	-0.6	91	·	·	-0.1%	13%
19) CN(C(=O)c1ccncc1)C1CCCN(Cc2ccccc2F)C1 (stereo not drawn)
→ -1.8%	-1%	-34%	·	-0.3	68	·	·	0.2%	-11%
20) Cc1ccccc1C(=O)OC1CCN(C)CC1
→ -25%	3%	-13%	·	0.4	92	·	·	-0.1%	32%
21) CC(C)N=C(NC#N)SCc1ccc(F)cc1
→ -5.8%	-5%	-13%	1.1	-0.6	73	0.3%	i	-0.3%	-5%
22) COc1ccc(-c2nc3cc(C)ccn3c2NCc2ccc3c(c2)OCO3)cc1
→ ·	-35%	48%*	1.1	0.2	77	0.0%	i	-0.1%	-33%[20 µM]
23) CC(=O)Nc1ccc(Oc2cc(NC(C)=O)cc([N+](=O)[O-])c2)cc1
→ -2.0%	16%	-11%	1.1	0.3	44	2.2%	i	0.7%	13%
24) Cc1cnc(C(=O)OCc2c(C)cc(C(C)(C)C)cc2C)cn1
→ 2.4%	15%	-19%	·	3.3	41	·	·	0.6%	-32%
25) CN(C)C=Nc1ncc2c3ccccc3n(CCN(C)C)c2c1C#N
→ 1.8%	32%	49%	1	1.1	51	-0.9%	i	0.2%	-10%
26) CCOc1ccc(-c2cc(CCCC(=O)NCc3ccco3)no2)cc1
→ 0.3%	-8%	-34%	1.1	-2.0	56	·	i	-0.1%	19%
27) N/C(=N\c1nc2ccccc2o1)NC(=O)c1ccccc1NC(=O)c1ccccc1
→ 3.8%	11%	·	1	0.2	64	-2.5%	i	-0.1%	-47%
28) Cc1ccc2c(c1)c1c3n2CCCNC3CCC1 (stereo not drawn)
→ 3.1%	-12%	-18%	1.2	-1.2	79	-1.9%	i	-0.1%	-56%
29) Cc1cccc(Oc2ncnc3oc(-c4ccccc4)cc23)c1C
→ 4.1%	14%	8%	1	2.8	95	-2.1%	i	-0.2%	15%
30) COc1ccccc1NC(=O)c1cc(C)oc1C
→ -3.8%	3%	-22%	1	-0.8	59	-2.3%	i	-0.1%	2%[20 µM]

# 2 records picked at random from those above:
# Results follow in this order: KOR beta-arrestin-1	NOD2 inhibition	NOD1 NF-kB reporter	TNAP activation fold	NTR1 agonist	NTR1 agonist cell count 20 µM	CSM14.1 death rescue	Yfh1-off respiration	GPR55 activation	KOR beta-arrestin-2
25) CN(C)C=Nc1ncc2c3ccccc3n(CCN(C)C)c2c1C#N
→ 1.8%	32%	49%	1	1.1	51	-0.9%	i	0.2%	-10%
2) CCCc1cc(=O)oc2cc3oc(C)c(C)c3cc12
→ 0.4%	-7%	-53%	1.1	1.7	63	-0.1%	·	0.0%	13%

# Other results:
# Results follow in this order: KOR beta-arrestin-1	NOD2 inhibition	NOD1 NF-kB reporter	TNAP activation fold	NTR1 agonist	NTR1 agonist cell count 20 µM	CSM14.1 death rescue	Yfh1-off respiration	GPR55 activation	KOR beta-arrestin-2
31) COc1cc(C(=O)NC(=S)N(CCc2ccccc2)CCc2ccccc2)cc(OC)c1OC
→ -0.2%	18%	-7%	1.3	2.1	45	-4.7%	i	0.1%	15%
32) CCOc1ccc2[nH]c(=O)c(CN(C(=O)N3CCOCC3)C3CC3)cc2c1
→ 8.3%	-2%	6%	1.1	·	·	0.4%	·	0.6%	12%
33) COc1ccc2oc(=O)c(C(=O)O)cc2c1
→ -1.4%	-16%	-19%	1.1	-0.6	61	0.6%	i	-0.1%	20%
34) Cc1ccc(NC(=O)C2CCCN2C(=O)Oc2ccccc2)c(C)c1 (stereo not drawn)
→ 4.9%	14%	3%	1	-0.5	65	-1.8%	i	0.6%	-22%[20 µM]
35) O=C(CCCN1C(=O)c2cccc3cccc(c23)C1=O)N1CCN(c2ccccn2)CC1
→ -1.2%	8%	-4%	1.2	-1.1	56	-5.6%	i	0.2%	·
36) O=C(CSc1nc2ccccc2n1CC(=O)N1CCOCC1)N1CCCC1
→ ·	-6%	-10%	1.1	0.3	80	-1.7%	i	-0.4%	·
37) O=C1C(=O)N(CCCN2CCOCC2)C(c2ccc(F)cc2)/C1=C(/O)c1ccccc1 (stereo not drawn)
→ -2.8%	7%	0%	·	1.9	45	·	·	-0.1%	-5%
38) O=C(Nc1ccccc1)c1cc(S(=O)(=O)NCc2ccncc2)ccc1Cl
→ 0.9%	35%	6%	·	0.1	67	·	·	0.3%	-11%
39) O=C(CNC(=S)N(CCCN1CCOCC1)Cc1cccs1)NC1CCCCCCC1
→ 1.6%	11%	-32%	1.2	2.6	48	-1.8%	i	-0.2%	2%
40) COc1ccc(C2=NS(=O)(=O)N(C)C(C(=O)Nc3ccc(OC)c(OC)c3)=C2)cc1
→ -4.0%	15%	11%	·	1.5	81	·	·	0.5%	7%[20 µM]
41) COc1ccc(S(=O)(=O)NC2(C(F)(F)F)N=C(c3ccccc3)NC2=O)cc1 (stereo not drawn)
→ -1.1%	3%	-26%	1	-0.4	73	-3.5%	i	-0.2%	17%
42) Cc1ccc(NC(=O)c2ccc(S(=O)(=O)N3CCOCC3)cc2)c(C)c1
→ 0.1%	14%	-31%	·	2.6	50	·	·	1.0%	22%
43) O=C(NNC1CC(=O)N(c2ccc3c(c2)OCCO3)C1=O)c1ccccc1 (stereo not drawn)
→ 12%	-17%	5%	1.1	-0.9	67	-1.7%	i	-0.1%	-25%
44) COc1ccc(N2CCN(CCCNC(=O)C3CCN(S(=O)(=O)N4CCOCC4)CC3)CC2)cc1
→ -1.7%	8%	-19%	1.1	1.3	49	0.1%	i	0.1%	-13%
45) Cc1ccc(Cl)c(NC(=O)CN2CCN(C=O)CC2)c1
→ -3.8%	8%	-18%	1.1	2.4	28	0.2%	i	0.2%	25%
46) O=S(=O)(Nc1nc2ccccc2nc1NCCO)c1cccc(Cl)c1
→ 8.8%	2%	-2%	1.1	-1.1	96	-4.2%	i	-0.1%	-87%
47) O=S(=O)(NN1CCOCC1)c1ccc(Br)cc1
→ 0.6%	5%	-16%	·	-0.9	63	·	·	1.0%	-11%
48) O=C(CN1CCN(S(=O)(=O)c2ccc(F)cc2)CC1)Nc1ccc(F)cc1F
→ 6.7%	-1%	-22%	·	1.8	70	·	·	-0.2%	-4%
49) O=C(c1ccc(C(F)(F)F)cc1)C1CCCN(C(=O)CCN2CCCO2)C1 (stereo not drawn)
→ -3.6%	9%	-30%	1.1	-1.6	87	0.7%	i	-0.1%	-24%
50) O=C(O)C12CC3CC(C1)CC(n1ncc(NCc4ccccc4)c(Cl)c1=O)(C3)C2
→ -7.0%	9%	-8%	0.9	-0.1	39	-3.0%	i	-0.4%	20%
51) O=S(=O)(NCCc1ccccc1)c1ccc(Br)cc1
→ 1.1%	5%	2%	·	1.2	58	·	·	0.0%	6%
52) COc1ccc(S(=O)(=O)N2CC(C)N(C(=O)N(C)C)C2C)cc1 (stereo not drawn)
→ -1.8%	-7%	-24%	·	-0.5	43	·	·	0.0%	-11%
53) Cc1ccc(C(=O)Nc2ccc(N3CCN(C)CC3)cc2)c(Cl)c1
→ ·	-18%	41%	·	0.7	67	·	·	0.7%	-39%[20 µM]
54) O=C(Nc1ccc2oc(-c3ccccc3)nc2c1)c1ccc2c(c1)OCCO2
→ -1.9%	6%	53%	1.2	18	76	-0.9%	i	0.2%	-8%
55) CC(=O)Nc1ccc(NC(=O)Cc2ccc(F)cc2)cc1
→ -1.0%	-6%	-31%	1.1	-0.1	26	0.2%	i	0.3%	-48%[20 µM]
56) CC(C)(C)C(=O)N1c2ccccc2CCc2ccccc21
→ -4.6%	17%	-16%	·	-0.4	63	·	·	-0.1%	-65%[20 µM]
57) CN(C)CCCNC(=O)Cc1ccc(Br)cc1
→ -5.4%	16%	6%	1.1	-0.1	54	0.2%	i	0.2%	3%
58) Nc1nc(Cl)cc(N2CCC(c3cc(-c4ccc(Cl)cc4Cl)n[nH]3)CC2)n1
→ -0.1%	26%	34%	0.4	16	98	-0.1%	i	0.3%	-50%

# From PubChem BioAssay
